# Compound activity deposited in PubChem by National Center for Advancing Translational Sciences (NCATS).
# Tb PFK inh – qHTS Assay to Find Inhibitors of T. brucei phosphofructokinase | 0.17% of 330,000 active | T. brucei PFK, ADP-Glo luminescence | Potency, µM (top dose mostly 57.5 µM), for inactives: at the top dose activity, negative = inhibition, hits mostly inhibitors | ATP-dependent 6-phosphofructokinase (Trypanosoma brucei brucei), O15648;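 note: potency is the fitted concentration of half-maximal effect; 0% = uninhibited 1x PFK enzyme wells and -100% = no-enzyme wells; nearly all actives have a fitted effect of over 60% in size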
#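 Activity is normalized to no-enzyme wells (full inhibition) and 1.25 nM enzyme wells (no inhibition). Reaction: 0.5 mM F6P, 0.1 mM ATP, 45 min RT, ADP-Glo luminescence; concentration-response curves fitted and classed by quality.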
# TSHR antagonist – Antagonists of the Thyroid Stimulating Hormone Receptor: HTS campaign | TSHR-expressing cells, TSH-stimulated cAMP HTRF, 2 h; stronger effect = lower value | activity change, negative = inhibition, % at 11.5 µM | 0.2% of 330,000 active | AID 504810, 2011;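 active = activity change below a set negative limit, meaning inhibition stronger than a set level, cut at about -70% in these data; inconclusive = activity change between two set negative limits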; note: % is set by controls: 0 for no effect and ±100 for the full control effect
#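 TSHR-expressing cells, 200/well, pre-treated with compound, then stimulated with EC80 TSH (4nM final) for 2 hours at 37 deg C. cAMP measured by competitive HTRF: anti-cAMP cryptate antibody in lysis buffer plus cAMP-d2, read after 30 minutes at room temperature.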
# TCR act – Activators of T cell receptors: qHTS campaign | primary human leukocytes, anti-CD3, IL-2 HTRF, 48 h | Potency, µM (highest dose often 9.22 µM), without a hit: at the highest dose activation of IL-2 secretion, actives largely listed as activators | 330,000 tested, under 10 active | AID 504894, 2011; note: % of control where 0% means no effect
#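 Primary human leukocytes incubated 48 hr with anti-CD3 beads plus compound, without co-stimulation. Secreted IL-2 measured by HTRF (europium cryptate/d2 anti-IL-2 pair, 320 nm excitation, 665 nm emission).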
# BCR signal inh – qHTS Assay to Find Inhibitors of Chronic Active B-Cell Receptor Signaling; 0.05% of 340,000 active; Potency, µM (titrated, usually from 46.1 µM), without a hit: top-dose ratio change, negative = lower green/red ratio, hits mostly inhibitors; ABC-DLBCL IkBa-CBG/CBR reporter, luminescence ratio, 4 h; active = well fitted inhibition curve with a large enough effect in the signal ratio, with a control signal flat, not every such curve was filed as active; inconclusive = small, poorly fitted or top-dose-only effect, or effect the other way, or a change in a side signal; the % refers to the signal ratio;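 note: potency is the fitted concentration of half-maximal effect; plate controls were basal doxycycline-induced cells for no effect and cells given 10 µM MG132 for full effect; MG132 reads +100%, hits lower the ratio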
#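 Doxycycline induced both beetle luciferases in TMD8 lymphoma cells; IKK-driven degradation limits the IkappaBalpha-fused green signal, while red luminescence normalises for cell number and nonspecific effects. Compounds tested up to 46 uM, 4 hrs.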
# A-T KAP1 phos – qHTS Assay for Identifying a Potential Treatment of Ataxia-Telangiectasia; Potency, µM (doses to about 57.5 µM), inactives show at the highest dose activation, most hits filed as activators; 0.19% of 320,000 active; […] A-T fibroblasts, KAP-1 phosphorylation AlphaLISA; neocarzinostatin DNA damage 30 min before lysis; note: potency is the fitted concentration of half-maximal effect; % of control where 0% means no effect; nearly all actives have a fitted effect of over 45% in size
#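 ATM-like activity read as KAP-1 phosphorylation via AlphaLISA donor/acceptor antibody pairs after lysis and 6 hr at 25C. Cells were ATM-null patient fibroblasts ([…], hTERT), dosed 60 min, then exposed to the DSB inducer NCS for 30 min.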
# KCNH2 WT inh – qHTS for Inhibitors of KCHN2 3.1: Wildtype qHTS; Voltage-gated inwardly rectifying potassium channel KCNH2 (Homo sapiens), Q12809; U2OS, BacMam KCNH2, thallium flux FluxOr; stronger effect = lower value; activity change, % at 1.84 µM; 0.37% of 340,000 active; AID 720551, 2013;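 active = maximum activity change below -70%; inconclusive = maximum activity change between -70% and -50%; inactive = maximum activity change above -50%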; note: % is set by controls: 0 for no effect and ±100 for the full control effect
#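 U2OS cells transduced with wild-type KCNH2 virus are loaded with FluxOr dye for 45 min, and thallium flux is measured in kinetic reads before and after stimulation buffer. Rate constants are normalized to DMSO controls.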
# MLL CXXC-DNA inh – qHTS Fluorescence Polarization Assay for Inhibitors of MLL CXXC domain - DNA interaction; Histone-lysine N-methyltransferase 2A (Homo sapiens), Q03164; MLL-CXXC / FITC-HOXA9 DNA fluorescence polarization; Potency, µM (series often up to 115 µM), without a hit: top-dose activity change, negative = inhibition, usual class: inhibitors; 0.037% of 290,000 active; AID 2662, 2010; active = well fitted inhibition curve with a large enough effect in the polarisation, with a control signal flat, not every such curve was filed as active; inconclusive = small, poorly fitted or top-dose-only effect, or effect the other way, or a change in a side signal; inactive = no such curve, though single readings can be large or run the other way; the % refers to the polarisation; note: potency is the fitted concentration of half-maximal effect
#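 Purified MLL-CXXC (added from a 7 uM solution) was preincubated 5 min at ambient with pinned compounds in 50 mM Tris-HCl pH 7.5, 50 mM NaCl, 1 mM DTT, 0.05% BSA. Fluorescein-labeled HOX-A9 DNA (50 nM solution) followed, 30 min, then polarization read.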
# GALK inh – qHTS Assay for Inhibitors of Human Galactokinase (GALK); AID 1868, 2009; Potency, µM (doses to about 57.5 µM), without a hit: at the highest dose activity change, negative = inhibition, most hits filed as inhibitors; 0.007% of 270,000 active; Purified GALK, Kinase-Glo residual ATP luminescence; note: potency is the fitted concentration of half-maximal effect; % is set by controls: 0 for no effect and ±100 for the full control effect
#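 GALK at 5 nM final was combined with compound, 35 uM ATP and 100 uM galactose in HEPES pH8.0 with MgCl2 and DTT. The reaction ran one hour at room temperature before luminescent ATP detection.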
# Coupling enz – qHTS Assay for Inhibitors of Fructose-1,6-bisphosphate Aldolase from Giardia Lamblia: Coupling assay counterscreen; coupling enzyme system counterscreen, AmpLite Red fluorescence; activity change, negative = inhibition, % at 58.2 µM, hits read low; 0.67% of 290,000 active; AID 2472, 2010; in the data active = activity change below about -30%; note: % is set by controls: 0 for no effect and ±100 for the full control effect
#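 Fluorescence at 525 nm excitation and 598 nm emission measured inhibition of the coupled detection system without aldolase. Compounds (at 57.5 uM final) were preincubated 10 min at room temperature with coupling enzyme reagent before a 20 min substrate/AmpLite Red step.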
# Giardia kill – Small Molecules that selectively kill Giardia lamblia: qHTS; Giardia lamblia trophozoite viability; activity change, % at 7.66 µM, hits read low; 0.15% of 340,000 active; AID 540267, 2011; in the data active = activity change below about -80%; inconclusive = between about -30% and that limit;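 note: parasites exposed to compound for two days anaerobically before the ATP read; % is set by controls: 0 for no effect and ±100 for the full control effect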
#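 Luminescence from cellular ATP indicates surviving trophozoites (100 cells/well) following 48 hrs anaerobic compound treatment at 37 deg C; signal develops 15-30 min at room temperature.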
# * marks the source's active call; other numbers are inactive results; i = inactive; ? = inconclusive; . = no result given; & = joins results of further samples; [ ] = another dose, or the depositor's remark. Unless noted, calls come from the whole dose curve; as a rule, active = well fitted curve in the direction sought with a large enough effect; inconclusive = small, poorly fitted or top-dose-only effect, or another doubt; inactive = no such curve, though single readings can be large; an effect the other way counts as inactive or inconclusive.
canonical_smiles,MLL CXXC-DNA inh,GALK inh,KCNH2 WT inh,Coupling enz,A-T KAP1 phos,Tb PFK inh,Giardia kill,TSHR antagonist,TCR act,BCR signal inh
CCOC(=O)c1c(C)[nH]c(C)c1S(=O)(=O)NCc1ccccc1C,4%,-1%,0,0,-1%,-2%,1,4,3%,-4%
COc1ccc(N(C(=O)c2ccncc2)S(=O)(=O)c2ccc(OC)c(OC)c2)cc1,.,.,-20,2,-7%,4%,-26,-5,2%,0%
CCOC(=O)CNC(=S)NN(C)C,31%,-4%,0,-1,0%,0%,-6,-1,2%,3%
O=C(CNc1ccc(Br)cc1)c1ccccc1,10%,3%,-6,4,2%,-2%,11,1,-9%,?
CCCCOc1ccc(-c2nnn(C(C)(C)C(=O)OC)n2)cc1,13%,2%,2,0,22%,-3%,-2,-21,-12%,?
Cc1cc(NC2CCCCC2)nc(NCc2ccccc2)n1,1%,.,1,0,9%,-2%,-7,1,6%,-5%
CN(C)Cc1c(O)ccc2c(=O)c(-c3ccccc3Cl)c(C(F)(F)F)oc12,-4%,0%,-33,0,-3%,-6%,-1,-4,-1%,12%
C[C@H](CO)N1C[C@H](C)[C@@H](CN(C)C(=O)Nc2ccc3c(c2)OCO3)Oc2c(NC(=O)C3CCCCC3)cccc2C1=O,.,.,3,.,8%,-1%,3,-7,9%,2%
N#C/C(=N\Nc1ccc(Cl)cc1)C(=O)c1ccsc1,0%,2%,-6,0,-2%,0%,-1,-34,5%,?
COC(=O)c1cc(Br)c(=O)n(-c2ccc(F)cc2)c1,-1%,0%,-5,2,-1%,-2%,1,-5,-9%,?
COc1cc(C(=O)COC(=O)C2CCN(c3ccc(C(F)(F)F)cn3)CC2)ccc1OC(F)F,.,.,-7,.,.,-2%,14,-3,0%,?
Cc1c(NC(=O)c2cc(-c3ccc(Br)cc3)on2)c(=O)n(-c2ccccc2)n1C,31%[activator],-2%,-11,4,3%,-4%,-6,3,13%,9%
O=C1NCC(c2ccccc2)C1C(=O)N/N=C\c1ccc(-c2cccc(Cl)c2Cl)o1 (stereo not given),20%,-1%,-8,7,-2%,0%,-9,6,-2%,?
COc1cc(/C=C2\SC(N)=NC2=O)cc(Cl)c1O,84%[activator],-4%,-8,-3,-9%,2%,12,-11,10%,-11%
O=[N+]([O-])c1cccc(NC(=S)NCCc2ccccc2)c1,-2%,0%,-17,4,4%,-8%,6,1,2%[46.1 µM],?
CC(NC(c1ccccc1)c1ccccc1)C(=O)N1CCCc2ccccc21 (stereo not given),0%,2%,-14,1,1%,6%,24,6,-4%[46.1 µM],?
C=CCOC(=O)C1=C(C)N=c2s/c(=C3\C(=O)N(CC(=O)O)c4ccccc43)c(=O)n2C1c1ccc(OC)cc1 (stereo not given),-10%,-7%,2,5,-3%,3%,11,-2,3%,2%
Cc1ccc(C(F)(F)F)cc1NC(N)=S,4%,1%,i,2,2%,-3%,-29,7,0%,?
Cn1c(CNC(=O)c2ccc(Cl)c(Cl)c2)nnc1SCC(=O)Nc1sc2c(c1C#N)CCCC2,16%,0%,-3,-1,4%,-3%,6,1,-3%,-26%
CC(/C=C/c1ccc(OCc2ccccc2)cc1)=N\O,0%,-2%,-3,-1,10%,-2%,-6,-4,-4%[46.1 µM],3%
C=CCc1cccc(CNc2nc3ccccc3n2C)c1O,1%,0%,13,-2,4%,0%,-10,-5,5%,0%
O=C(NC1CCCCNC1=O)c1ccco1 (stereo not given),-2%,-3%,-8,1,-3%,1%,7,4,-1%,3%
COc1ccccc1/C=C/C(=O)Nc1cccc(S(=O)(=O)NC2=NCCCCC2)c1,0%,7%,4,-2,-4%,-1%,13,12,2%,?
O=C(c1ccc(Cn2cc([N+](=O)[O-])cn2)o1)N1CCCC1,-4%,0%,-3,1,0%,-1%,-12,-9,-6%,1%
CCCCCC(=O)N1CCN(CCN=CC2=C(O)CC(c3ccc(OC)c(OC)c3)CC2=O)CC1 (stereo not given),10%,-3%,24&8,-2,0%,0%,13&-6,9,1%&11%,1%
O=C(NCCC1=CCCCC1)C1CCN(S(=O)(=O)N2CCCC2)CC1,1%,6%,-9,1,0%,0%,-10,1,-1%,1%
Cc1cc([N+](=O)[O-])nn1CC(=O)NCCCN1CCOCC1,-3%,-3%,-1,1,2%,1%,13,0,9%,?
COc1ccc(NC(=O)COCC(=O)Nc2ccc(C)cc2)cc1,7%,2%,14,2,3%,2%,?,-5,.,0%
COCCNC(=O)C(C)Oc1ccc(Cl)cc1Cl (stereo not given),1%,2%,2,0,12%,0%,-7,0,-6%,1%
CCC(C)[C@H]1CN=C(N)N1CCc1cc(C(F)(F)F)cc(C(F)(F)F)c1 (stereo not given in full),11%,-2%,9,1,?,-3%,-14,7,8%,-1%
O=C1CC(c2ccc(Cl)cc2)n2nc(NS(=O)(=O)c3ccc(F)cc3)nc2N1 (stereo not given),-4%,0%,9,20,7%,-1%,6,16,-2%,8%
Nc1nc(CCl)nc(Nc2cccc3ccccc23)n1,5%,-1%,2,-4,3%,3%,-2,-16,-12%,?
COc1cc2cc(CN(CCN3CCOCC3)C(=O)Nc3ccc(F)cc3)c(=O)[nH]c2cc1OC,-1%,1%,-10,0,6%,2%,-3,-11,-1%,?
CCCCS(=O)c1snnc1C (stereo not given),-15%,0%,-9,-1,-5%,-5%,7,9,7%,-3%
O=[N+]([O-])c1cccnc1Oc1ccc(OCc2ccccc2)cc1,-16%,-1%,-32,0,?,2%,23,6,5%,?
O=C1CC(c2cccc(Cl)c2)CC(O)=C1C=NCCCO (stereo not given),8%,0%,5,1,-1%,8%,-9,-2,11%,2%
Cc1ccccc1CN1CCN(C(=O)c2cccc(F)c2)CC1,8%,0%,4,2,-5%,0%,-26,-10,-2%,4%
O=C(O)c1[nH]nc2c1COc1ccccc1-2,16%,-3%,-23,6,6%,2%,3,6,-2%,14%
COc1ccc(-n2c(Cc3cccn3C)nnc2SCC(=O)Nc2nccs2)cc1,-3%,0%,?,-3,3%,-4%,-13,0,1%[46.1 µM],-2%
CC1CCN(C(=O)c2ccc(S(=O)(=O)NCc3ccco3)cc2)CC1,-2%,-2%,-6,0,4%,-5%,-26,9,0%,12%
O=C(Cc1ccc(Br)cc1)N1CCN(C(=O)c2ccco2)CC1,0%,13%,0,-1,-5%,-3%,-18,-9,-3%,1%
O=C(CSc1nnc(-c2ccccc2F)o1)OCc1ccccc1,6%,4%,6,-2,7%,-2%,12,-7,10%,16%
COc1ccc(NC(=O)c2oc3ccccc3c2NC(=O)COc2ccccc2OC)c(OC)c1,-2%,2%,14,2,5%,2%,0,12,-22%,-1%
CCOc1ccc(CCNC(=O)COC(=O)c2ccccc2O)cc1OCC,3%,9%,-18,1,8%,0%,-4,0,-4%,-10%
Cc1cc(OCc2nn[nH]n2)c2c(C)c(CC(=O)O)c(=O)oc2c1,-5%,3%,-4,-1,12%,0%,2,1,.,9%
O=C(NC1CCCC1)C(c1cccnc1)N(C(=O)c1csnn1)c1ccc(F)cc1 (stereo not given),11%,0%,-7,0,19%,6%,12,28,-4%,-2%
COc1ccc(CCN(C(=O)/C=C/C(=O)O)C2CC(=O)N(c3ccccc3)C2=O)cc1 (stereo not given),-2%,7%,-5,2,3%,0%,18,-2,4%,0%
COc1ccc(NC(=O)CN2C(=O)c3ccccc3S2(=O)=O)cc1S(=O)(=O)N1CCOCC1,.,.,-8,.,-1%,-2%,-22,-6,-3%,-1%
Cc1oc(-c2ccccc2Cl)nc1CN1CCCC1c1ccc(F)cc1 (stereo not given),-5%,3%,11,-1,6%,-4%,3,21,-11%,11%
